D1 agonist: Allosteric Agonists of the Human D1 Dopamine Receptor: qHTS; D(1A) dopamine receptor (Homo sapiens), P21728; HEK293 T-REx D1 cells, calcium flux, agonist mode; activation, % at 2 µM; 360,000 compounds, 1% hits; AID 504660, 2011; in the data active means activation above about 30%; further: 0% is about no effect
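Inducible HEK293 T-REx D1 cells, force-coupled to calcium signalling, were plated at 4000 cells/well with tetracycline and held overnight at 30 C. After no-wash calcium dye loading, compound-evoked calcium rise over 180 s flagged agonists.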
LDHA block: qHTS assay for inhibitors of human lactate dehydrogenase; 480,000 compounds, 0.15% hits; L-lactate dehydrogenase A chain (Homo sapiens), P00338; AID 1347041, 2019; purified LDHA, NADH/diaphorase-resazurin fluorescence; stronger effect = lower value; activity change, % (values are at about 110 or 230 µM); in the data active means activity change below about -30%; inconclusive means mostly about -25% to -30%;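 further: plate controls were DMSO wells for no effect and wells without enzyme for full effect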
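Human LDH5 (2 nM) was incubated with 0.06 mM NADH and 0.2 mM pyruvate for 5 min at room temperature in Tris pH 7.4. Remaining NADH was coupled through diaphorase/resazurin, and resorufin fluorescence was read at 0 and 20 min.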
D2 potentiator: HTS Assay for Positive Allosteric Modulators of the Human D2 Dopamine Receptor: Primary Screen for Potentiators; D(2) dopamine receptor (Homo sapiens), P14416; HEK293 T-REx D2, calcium flux, EC20 dopamine potentiation; potentiation, % at 10 µM; 340,000 compounds, 0.34% hits;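 active means potentiation over 3 SD above the plate norm, cut at about 30% in these data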; further: 0% is about no effect
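Potentiation of an EC20 dopamine calcium response is measured in a force-coupled, tetracycline-inducible Hek293 Trex D2 line. Compound-only kinetic reads over 180 s flag agonists before dopamine addition.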
Vif-APOBEC3G blk: qHTS for Inhibitors of Vif-A3G Interactions: qHTS; 410,000 compounds, 0.076% hits; AID 602310, 2012; HeLa A3G-eYFP + Vif (tagged APOBEC3G with the HIV-1 protein that degrades it), YFP fluorescence, overnight; Potency, µM (doses to about 46.1 µM), for the others: top-dose activity, negative = active, hits mostly inhibitors;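 further: potency means the concentration at half of the fitted maximal effect; on the % scale 0 is the no-effect control and ±100 the full control effect; nearly all actives have a fitted effect of over 60% in size; hits raise eYFP signal because A3G escapes Vif-driven loss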
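HeLa cells stably expressing Vif and C-terminally eYFP-tagged A3G, seeded overnight at 37 deg C, then exposed to compound by pintool overnight at 37 deg C. Rise in yellow fluorescence (Ex 488/Em 500-530, Acumen) marks blocked Vif-driven A3G degradation.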
Vif-A3F inh: qHTS for Inhibitors of Vif-A3F Interactions: qHTS | HeLa A3F-eYFP + Vif (tagged APOBEC3F with the HIV-1 protein that degrades it), YFP fluorescence increase | Potency, µM (highest dose often 46.1 µM), inactives show at the highest dose activity, negative = active | 390,000 compounds, 0.2% hits | AID 602313, 2012; further: potency means the concentration at half of the fitted maximal effect; % of control where 0% means no effect; nearly all actives have a fitted effect of over 65% in size
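HeLa cells stably expressing Vif plus C-terminally eYFP-tagged A3F were seeded, incubated overnight at 37 deg C, dosed with compound, incubated overnight again at 37 deg C. Yellow fluorescence (Ex 488/Em 500-530) reported blocked Vif-mediated A3F-eYFP degradation.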
GRP78 ERSR act: qHTS for Inducers of the Endoplasmic Reticulum Stress Response (ERSR) in Human Glioma: qHTS | 420,000 compounds, 0.02% hits | Potency, µM, for the others: top-dose activation, usual class: activators | U87-MG GRP78 promoter luciferase reporter, 16 h; further: potency means the concentration at half of the fitted maximal effect; series mostly up to about 76 µM; % of control where 0% means no effect; nearly all actives have a fitted effect of over 35% in size
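ERSR induction read as luciferase luminescence (Bright-Glo, 10 min at room temperature) in stably transfected human U87-MG glioma cells exposed to compounds for 16 h, using GRP78 as sensor.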
RXFP1 agonist: qHTS Assay for Agonists of the Relaxin Receptor RXFP1 | HEK293T-RXFP1 cAMP TR-FRET, 30 min; response scale: percent of porcine relaxin response, buffer zero | Potency, µM (top dose mostly 57.5 µM), without a hit: at the top dose activation, hits mostly activators | 370,000 compounds, 0.3% hits; further: potency means the concentration at half of the fitted maximal effect; on the % scale 0 is the no-effect control and ±100 the full control effect; nearly all actives have a fitted effect of over 60% in size; many of its hits are not listed in these tables
Target sequence (Q9HBX9 whole entry, looked up): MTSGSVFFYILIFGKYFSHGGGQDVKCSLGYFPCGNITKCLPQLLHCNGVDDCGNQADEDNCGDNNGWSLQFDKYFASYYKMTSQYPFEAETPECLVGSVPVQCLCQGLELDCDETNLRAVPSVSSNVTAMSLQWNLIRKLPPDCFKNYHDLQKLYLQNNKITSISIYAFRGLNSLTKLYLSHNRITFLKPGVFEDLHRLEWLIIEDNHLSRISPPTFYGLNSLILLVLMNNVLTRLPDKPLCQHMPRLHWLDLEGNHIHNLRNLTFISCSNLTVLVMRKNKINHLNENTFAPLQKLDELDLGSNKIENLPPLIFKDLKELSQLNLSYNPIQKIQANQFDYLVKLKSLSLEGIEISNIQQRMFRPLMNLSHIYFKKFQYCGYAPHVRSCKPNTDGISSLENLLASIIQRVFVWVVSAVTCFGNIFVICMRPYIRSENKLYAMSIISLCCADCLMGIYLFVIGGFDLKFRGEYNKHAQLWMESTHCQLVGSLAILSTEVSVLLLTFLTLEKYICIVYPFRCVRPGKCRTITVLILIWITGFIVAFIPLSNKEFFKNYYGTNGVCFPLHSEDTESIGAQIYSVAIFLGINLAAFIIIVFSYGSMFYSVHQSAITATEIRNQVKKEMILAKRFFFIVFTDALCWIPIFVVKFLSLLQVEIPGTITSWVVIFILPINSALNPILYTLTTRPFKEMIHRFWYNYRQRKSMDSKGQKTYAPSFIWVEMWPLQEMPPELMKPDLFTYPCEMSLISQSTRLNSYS
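HEK293T cells stably expressing RXFP1 were pretreated with the PDE4 inhibitor Ro 20174, exposed to compounds for 30 min at 37C, lysed, and cAMP was read by TR-FRET. Data normalized to buffer (basal) and 29 nM porcine relaxin (100%).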
D1 potentiator: Potentiators of Human D1 Dopamine Receptor: qHTS; potentiation, % at 10 µM; 360,000 compounds, 0.036% hits; HEK293 TREx D1 cells, calcium flux, dopamine EC20 potentiation; D(1A) dopamine receptor (Homo sapiens), P21728; in the data active means potentiation above about 30%; further: 0% is about no effect
D1 antagonist: Antagonist of Human D 1 Dopamine Receptor: qHTS; D(1A) dopamine receptor (Homo sapiens), P21728; HEK293 TREx D1 cells, calcium flux, dopamine EC80; stronger effect = lower value; activity change, negative = inhibition, % at 10 µM; 360,000 compounds, 3.2% hits; AID 504652, 2011; in the data active means activity change below about -30%; further: on the % scale 0 is the no-effect control and ±100 the full control effect
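After overnight tetracycline induction at 30 C, force-coupled D1 HEK293 cells took up a no-wash calcium dye at room temperature. Compounds were added and monitored 180 s, and the response to EC80 dopamine was then recorded.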
An asterisk follows results filed as active; ? = inconclusive; / = not tested or not shown; & = joins results of further samples. Unless noted, the call rests on the fitted dose curve; in most records, active means well fitted curve in the direction sought with a large enough effect; inconclusive means small, poorly fitted or top-dose-only effect, or another doubt; inactive means no such curve, though single readings can be large; an effect the other way counts as inactive or inconclusive. These rows are one share of the data; rates above refer to the full screens.

Values run as follows: D1 agonist	LDHA block	D2 potentiator	Vif-APOBEC3G blk	Vif-A3F inh	GRP78 ERSR act	RXFP1 agonist	D1 potentiator	D1 antagonist
- CSc1nc(N)c(C(=O)Nc2ccc([N+](=O)[O-])cc2)s1
  15	-5	-10	0%	-1%	-1%	5.5%	1	7
- CC1CCc2c(C(=O)NCc3ccccn3)csc2C1 (stereo not drawn)
  2	6	17	1%	-3%	-3%	0.1%	-1	-10
- O=C(O)C1CC=CCC1C(=O)Nc1ccc(Oc2ccc(Cl)cc2)cc1 (stereo not drawn)
  3	-2	-8	0%	-1%	-2%	-0.6%	-2	-5
- C/C=C/COC(=O)c1[nH]c2c(c1C)C(=O)CC(c1ccco1)C2 (stereo not drawn)
  1	6	-6	?	-23%	-4%	1.2%	-5	-9
- COC(=O)c1ccc(NC(=O)CSc2nnc(C)n2CC2CCCO2)cc1 (stereo not drawn)
  4	-6	/	0%	-4%	2%	0.7%	-6	1
- Cc1ccc(S(=O)(=O)N2CCN(C(=O)COC(=O)Cc3ccc(Cl)cc3)CC2)c(C)c1
  4	-10	-2	1%	5%	-3%	0.2%	-3	-23
- C/C(=N\O)c1ccc2c(c1)OCCO2
  3	-1	1	0%	0%	-3%	-0.2%	3	4
- O=C(Cc1sc(-c2ccccc2Cl)nc1-c1ccccc1)Nc1ccc(F)cc1
  -1	-3	-6	2%	-10%	2%	-0.1%	7	1
- COCCNC(=O)c1cn(Cc2c(F)cccc2Cl)nn1
  1	-14	21	1%	-7%	-1%	-1.2%	-9	-3
- CCCCNS(=O)(=O)c1ccc(NC(=O)c2c(-c3ccccc3Cl)noc2C)cc1
  5	5	/	-2%	18%	-4%	-1.1%	9	-11
- O=C(O)c1ccccc1N(Cc1ccccc1)C(=O)CO/N=C/c1ccccc1
  1	-3	-8	-9%	4%	-4%	-0.5%	-9	-6
- Cc1cc(C)cc(NS(=O)(=O)c2ccc3[nH]cc(C(=O)NCc4ccco4)c(=O)c3c2)c1
  1&0	4&0	12	-12%&-15%	-6%&-25%	-7%&-6%	0.0%&4.0%	-6&-2	0&-14
- COC(=O)[C@]1(C)N[C@H](CN(C)C(=O)Nc2ccc(F)cc2)[C@@H]2C(=O)N(C)C(=O)[C@@H]21
  /	-6	/	0%	5%	-2%	/	/	/
- C=CCn1c(SCCOc2ccc(OC)cc2)nnc1C(C)NC(=O)Cc1ccc(OC)cc1 (stereo not drawn)
  5	-6	4	1%	0%	2%	1.7%	-1	7
- O=C(NCCNc1ccc([N+](=O)[O-])cc1C(F)(F)F)c1ccccc1F
  1	-8	-2	-8%	-2%	-6%	0.8%	-6	1
- CC(C)OC(=O)CSc1nnc(-c2ccccn2)n1C
  -1	-5	4	0%	5%	0%	0.6%	1	10
- COc1ccc(NC(=O)c2cnc(SC)nc2C)c(OC)c1
  1	-2	19	1%	2%	-6%	0.2%	-5	-9
- Cc1ccc(Nc2nn3c(=O)c4cc5c(cc4nc3s2)OCO5)cc1Cl
  1	-4	-19	0%	0%	-2%	3.7%	0	6
- COc1ccc2cc(CNCCOCCOCCNCc3ccc4cc(OC)ccc4c3)ccc2c1
  /	0	/	2%	3%	-14%	/	/	/
- COCCn1c(C)cc(C(=O)COC(=O)c2ccc([N+](=O)[O-])o2)c1C
  0	0	-2	-4%	-11%	2%	0.5%	-3	-3
- O=C(NCCC1=CCCCC1)C(=O)NCC(c1ccco1)N1CCN(c2ccccc2F)CC1 (stereo not drawn)
  2	-3	1	-1%	3%	-3%	-1.1%	-1	5
- O=C(O)c1cc(-c2ccccc2)on1
  6	-14	-6	0%	0%	-2%	0.0%	3	-10
- CSc1ccccc1NC(=O)Nc1ccccc1
  2	-6	-29	-7%	-1%	1%	-0.2%	1	-23
- Cc1ccc(C(=O)OC2OC(=O)C(Cl)=C2N2CCOCC2)cc1 (stereo not drawn)
  9	-2	/	0%	-11%	-1%	-0.1%	-5	-17
- CN(C)C(=O)NC1CCCCCCCCCCC1
  2	-6	2	0%	-2%	-4%	0.4%	4	4
- Cc1ccc(-c2nc3c(c(SCC(=O)N4CCOCC4)n2)Cc2c(CO)cnc(C)c2O3)cc1
  5	1	3	4%	1%	-4%	4.9%	-7	-2
- O=C(Nc1nnc(Cc2ccccc2)s1)c1ccco1
  1	-3	7	2%	0%	5%	2.5%	2	13
- C/C(=N\Nc1ccc(C)c(Cl)c1)c1cccnc1
  1	-1	2	0%	1%	2%	4.4%	-9	-11
- CN(Cc1cccs1)C(=O)C1CC(=O)N(Cc2ccccc2)C1 (stereo not drawn)
  3	0	4	-1%	3%	-3%	0.3%	-6	-54*
- COC(=O)c1ccc(-c2c(-c3ccccc3)ncc3cc(F)ccc23)cc1
  0	0	-1	-8%	-2%	-2%	-2.3%	-4	/
- c1ccc(CSc2nnc(-c3cccs3)n2Cc2ccco2)cc1
  2	-6	0	-1%	2%	1%	1.8%	1	-19
- O=C(Nc1cccc(Cl)c1)c1cccnn1
  1	-3	12	8%	-4%	5%	2.5%	0	3
- COc1ccc(-c2nc(CS(=O)CC(=O)N3CCc4ccccc4C3)c(C)o2)cc1 (stereo not drawn)
  1	-2	6	-7%	-4%	-1%	1.4%	7	-21
- COC(=O)c1[nH]c2ccccc2c1NC(=O)C(C)N1CCOCC1 (stereo not drawn)
  2	-1	0	1%	-1%	-1%	-3.5%	6	1
- CC(CNC(=O)Cn1ncc2c3ccccc3n(Cc3cccc(Cl)c3)c2c1=O)c1ccccc1 (stereo not drawn)
  4	-11	4	-4%	-19%	/	?	-4	8
- CC(C)C(c1nnnn1C(C)(C)C)N1CCOCC1 (stereo not drawn)
  1	-5	-4	0%	-4%	-4%	-1.6%	-2	-9
- CCOc1ccc(S(=O)(=O)/N=C(/Nc2ccc(S(N)(=O)=O)cc2)c2ccccc2)cc1
  /	-2	/	1%	-1%	-5%	/	/	/
- Cn1nc(C(F)(F)F)c(C(=O)Nc2ccc(F)cc2F)c1Sc1cccc(Cl)c1
  /	-3	/	1%	0%	-2%	-0.1%	/	/
- CNc1nc(SCc2ccccc2)nc(N2CCOCC2)n1
  3	-5	13	0%	-7%	3%	1.1%	-4	9
- CC(=N/O)/C(C)=N\NC(=O)c1ccccn1
  2	-8	-2	3%	22%	2%	3.2%	-2	-2

3 compounds from above, ordered by SMILES length, smallest number first:
Values run as follows: D1 agonist	LDHA block	D2 potentiator	Vif-APOBEC3G blk	Vif-A3F inh	GRP78 ERSR act	RXFP1 agonist	D1 potentiator	D1 antagonist
- O=C(Nc1nnc(Cc2ccccc2)s1)c1ccco1
  1	-3	7	2%	0%	5%	2.5%	2	13
- c1ccc(CSc2nnc(-c3cccs3)n2Cc2ccco2)cc1
  2	-6	0	-1%	2%	1%	1.8%	1	-19
- O=C(O)c1ccccc1N(Cc1ccccc1)C(=O)CO/N=C/c1ccccc1
  1	-3	-8	-9%	4%	-4%	-0.5%	-9	-6

Other entries follow:
Values run as follows: D1 agonist	LDHA block	D2 potentiator	Vif-APOBEC3G blk	Vif-A3F inh	GRP78 ERSR act	RXFP1 agonist	D1 potentiator	D1 antagonist
- O=C(/C=C/c1ccc2c(c1)OCO2)Nc1nc(-c2ccccc2)cs1
  1	-4	-2	3%	-3%	0%	0.3%	-7	13
- O=c1cc(-c2ccccc2)cc(-c2ccccc2)n1O
  3	-2	-4	-28%	?	-5%	-0.2%	2	11
- C=CCn1sc(N)c(C(=O)OCC)c1=S
  3	-1	6	-6%	-3%	-1%	0.9%	3	-8
- O=C(Cc1ccccc1)Nc1cc(Cl)ccc1Sc1ccccc1
  4	-3	-4	0%	-2%	-3%	0.0%	4	-3
- S=C(NCc1ccncc1)Nc1cc(Cl)cc(Cl)c1
  15	0	-6	3%	-1%	-4%	0.1%	-13	-31*
- COc1ccc(CCNC(=O)c2cc(=O)[nH]c3ccc(S(=O)(=O)N4CCCCC4)cc23)cc1OC
  -3	-3	23	-2%	1%	0%	0.4%	-1	-12
- O=C1CCCC(=O)C1Sc1ccc(Cl)cc1
  3	2	0	0%	7%	-3%	2.3%	-6	-1
- CCOc1ccccc1NC(=O)c1sc(-n2nc(C)c(CCC(C)C)c2C)nc1C
  -1	-8	-18	1%	-4%	-2%	?	0	-5
- O=C(c1ccncc1)N1CCN(S(=O)(=O)c2cccc(C(F)(F)F)c2)CC1
  0	-4	-10	0%	1%	-4%	-0.6%	4	1
- Cc1ccc2nc(C)cc(OCC(=O)O)c2c1
  3	-10	8	3%	-12%	-4%	-0.5%	0	-5
- COc1cc(C(=O)NC(CCSC)C(=O)OCc2cc([N+](=O)[O-])cc3c2OCOC3)cc(OC)c1OC (stereo not drawn)
  4	-8	-8	2%	1%	7%	3.4%	-3	15
- COc1ccc(OC)c(C(=O)NC(CC(N)=O)c2ccc(N3CCN(c4ccccc4)CC3)c([N+](=O)[O-])c2)c1 (stereo not drawn)
  -1	-2	7	-1%	6%	-7%	-0.4%	2	-1
- CC(NC(=O)COC(=O)c1ccco1)C12CC3CC(CC(C3)C1)C2 (stereo not drawn)
  1	-1	/	4%	/	-3%	/	4	-5
- CSc1nccc(Oc2cncc(Cl)c2)n1
  1	-10	-5	0%	4%	-1%	5.0%	0	10
- Cc1ccc(C(=O)OCC(=O)c2ccccc2)cc1
  -1	-8	-1	0%	-4%	-9%	-0.7%	2	-4
- O=C(NNC(=O)c1cnccn1)c1cccc([N+](=O)[O-])c1
  2	8	-4	5%	0%	3%	2.4%	-4	2

Screens (PubChem BioAssay)
